mHtt clearance – mutant huntingtin protein clearance; HeLa Exon1htt(103Q)mCFP, aggregate imaging; zero = plate's median compound well; inhibition, % at 1.5 µM; 0.42% of 47,000 active; AID 853;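 active = inhibition of aggregate fluorescence above about 70%, also judged a hit by eye on the cell image, limit read from the data, passing the limit was not always enough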;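 also: cells exposed to compound for three days before fixation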
mHtt clearance grain fraction – also measured in mHtt clearance; calls as there; fraction fluorescence in grains; measured here: aggregate grain fluorescence fraction; stronger effect = lower value;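 scaled fraction of total cell fluorescence in grains with unit not stated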
An asterisk follows results filed as active. Some of the compounds tested. The share of hits here may be higher or lower than overall.

SMILES | mHtt clearance | mHtt clearance grain fraction
CN(CC(=O)NCCC1=CCCCC1)S(=O)(=O)c1ccc2c(c1)CCC(=O)N2 | -40 | 43
Cc1cc(C)n(-c2nc(Nc3ccccc3C(F)(F)F)nc(-n3nc(C)cc3C)n2)n1 | -9 | 20
CCOC(=O)C1=C(N)Oc2c(c(=O)[nH]c3ccccc23)C1c1ccccc1 (stereo not drawn) | -67 | 39
CCC(C)[C@H](NC(=O)NCC1CCCO1)C(=O)OC (stereo partly drawn) | -8 | 36
CN1CC(=O)N(CC(=O)Nc2ccc(F)cc2)c2ccccc2C1=O | -2 | 20
Cc1cc(C)n(-c2nnc(C)n2NC(=O)c2cccc(Cl)c2)n1 | -2 | 20
Cc1ccc(N2C(=O)CC(Sc3ncn[nH]3)C2=O)cc1 (stereo not drawn) | 22 | 29
CCCc1ccc(OCc2ccc(C(=O)N3CCN(c4ccccn4)CC3)o2)c(OC)c1 | 10 | 18
CCOC(=O)Cn1nnnc1C(CC)N(Cc1cccs1)Cc1cc2ccc(OC)cc2[nH]c1=O (stereo not drawn) | -4 | 38
COc1ccccc1Nc1nc(C)cc(C)c1C(N)=O | 23 | 16
O=C(Cn1ccsc1=NC(=O)c1ccco1)c1ccccc1 | 24 | 26
Cc1ccc(NC(=O)c2cnccn2)c(OC(F)F)c1 | -27 | 26

Reformatted comma-delimited: entries from further up.
molecule,mHtt clearance,mHtt clearance grain fraction
CCOC(=O)Cn1nnnc1C(CC)N(Cc1cccs1)Cc1cc2ccc(OC)cc2[nH]c1=O (stereo not drawn),-4,38
COc1ccccc1Nc1nc(C)cc(C)c1C(N)=O,23,16
O=C(Cn1ccsc1=NC(=O)c1ccco1)c1ccccc1,24,26
Cc1ccc(NC(=O)c2cnccn2)c(OC(F)F)c1,-27,26

(further entries)
SMILES | mHtt clearance | mHtt clearance grain fraction
CCc1noc(C)c1C(=O)N1CC(C)OC(C)C1 (stereo not drawn) | -71 | 51
CC(C)OCCCN1CN(S(=O)(=O)c2ccc(Cl)cc2)c2nc3ccccc3nc21 | -17 | 44
O=C(Nc1ccccc1C(F)(F)F)N1CCC(N2CCCCC2)CC1 | 11 | 16
CCOc1cc(CO)c(Br)cc1OCC(=O)O | 8 | 30
CCOC(=O)/C(=N\NC(=O)c1ccccc1)c1ccccc1 | 29 | 14
Cc1csc(SCC(=O)N2CCN(S(=O)(=O)c3ccc(Cl)cc3)CC2)n1 | -25 | 43
COC(=O)c1ccc(OCC(O)Cn2nnc3ccccc32)cc1 (stereo not drawn) | -68 | 36
CC(=O)c1cccc(NC(=O)Cn2cc3c(n2)CCCC3)c1 | 11 | 40
Cc1cc(C(=O)OCC(=O)Nc2cc(C(F)(F)F)ccc2N2CCOCC2)c(C)o1 | -2 | 38
Cc1cc(NC(=O)c2cncc(Br)c2)n(-c2ccccn2)n1 | 15 | 32
Cc1cc(=O)c2cc(Br)ccc2[nH]1 | 42 | 19
c1ccc(Cn2c(-c3cccs3)nc3nc4ccccc4nc32)cc1 | -9 | 39
Cn1c(NCCCO)nc2c1c(=O)n(Cc1ccccc1F)c(=O)n2C | 49 | 9.8
CC(C)Cc1c(O)nc(SCC(=O)Nc2ccc3c(c2)CCC3)[nH]c1=O | -79 | 36
CCCc1[nH]nc2c1C1(C(=O)N(C(C)C)c3ccccc31)C(C#N)=C(N)O2 (stereo not drawn) | -48 | 54
Cc1ccc(-n2ncc3c(N4CCN(c5ccc(F)cc5)CC4)ncnc32)c(C)c1 | -30 | 25
CCN(CC)C(=O)Oc1ccc(NC(C)=O)cc1 | -29 | 57
CC(C)(C)OC(=O)N1CCC(c2cc(=O)n3[nH]c(-c4ccc(Cl)cc4)cc3n2)CC1 | 19 | 27
Cc1ccc2nc(/C(C#N)=N/O)[nH]c2c1 | -53 | 28
CN=C(NC#N)SCC(=O)c1ccc(Cl)cc1Cl | -7 | 36
COc1ccc(OC)c(NC(=O)C2CCN(S(C)(=O)=O)CC2)c1 | -39 | 27
COc1ccccc1N1CCN(C(c2cccs2)c2nnnn2C2CCCC2)CC1 (stereo not drawn) | 3 | 21
COc1ccc(OC)c(-n2c(-c3ccc(C)cc3)n[nH]c2=S)c1 | -32 | 52
CCC(C)c1c(O)nc(SCC(=O)Nc2ccccc2)[nH]c1=O (stereo not drawn) | 15 | 17

Shown with tabs: entries from further up
mol	mHtt clearance	mHtt clearance grain fraction
COc1ccccc1N1CCN(C(c2cccs2)c2nnnn2C2CCCC2)CC1 (stereo not drawn)	3	21
COc1ccc(OC)c(-n2c(-c3ccc(C)cc3)n[nH]c2=S)c1	-32	52
CCC(C)c1c(O)nc(SCC(=O)Nc2ccccc2)[nH]c1=O (stereo not drawn)	15	17

(list continues)
SMILES | mHtt clearance | mHtt clearance grain fraction
COc1cc(CNCCO)cc(Br)c1OCc1ccccc1Cl | -22 | 37
O=C(c1ccco1)N(c1ccccn1)c1ccccn1 | -2 | 37
COC(=O)C1=C(C)NC2=C(C(=O)CCC2)C1c1ccsc1 (stereo not drawn) | -47 | 26
CC1=C(C(=O)OC(C)C)C(c2cccs2)N2C(=O)C(C)SC2=N1 (stereo not drawn) | 51 | 10
CC(SC1=NCCS1)C(=O)Nc1nnc(-c2ccc(F)cc2)s1 (stereo not drawn) | -5 | 49
COc1cccc(-c2nc(CSCC(=O)N3CCc4ccccc43)c(C)o2)c1 | -8 | 21
Cn1ncc(N=Cc2ccccc2)c1C(=O)Nc1cccc(Cl)c1 | -2 | 40
Cc1cc(=O)n2[nH]c(-c3ccc(F)cc3)nc2n1 | -10 | 37
CCn1c(SCC(=O)N2CCCC2)nnc1-c1ccc(S(=O)(=O)N2CCCCCC2)cc1 | -48 | 29
CCCCN(CC)C(=O)Cn1ncc2c1-c1cc(C)ccc1OC2 | 49 | 21
O=C(NCCCCC(NC(=O)C1CCCCC1)C(=O)O)c1ccccc1 (stereo not drawn) | 53 | 8.8
Cc1ccc(C(=O)NCCn2cc(SCC(=O)N3CCOCC3)c3ccccc32)cc1 | 25 | 36

Three entries already listed, ordered by formula weight, falling.
SMILES | mHtt clearance | mHtt clearance grain fraction
COc1cccc(-c2nc(CSCC(=O)N3CCc4ccccc43)c(C)o2)c1 | -8 | 21
CC(SC1=NCCS1)C(=O)Nc1nnc(-c2ccc(F)cc2)s1 (stereo not drawn) | -5 | 49
O=C(c1ccco1)N(c1ccccn1)c1ccccn1 | -2 | 37

(more compounds)
SMILES | mHtt clearance | mHtt clearance grain fraction
CCOc1ccccc1C1CC(c2ccc(F)cc2)Nc2nc(N)nn21 (stereo not drawn) | 7 | 33
COc1ccc2nc(SCc3cnc(C)nc3N)[nH]c2c1 | 69 | 6
COc1ccc(C(=O)N(Cc2nc(-c3ccc(C)cc3)no2)C2CCCCC2)cc1OC | 56 | 17
Cc1cc(C(F)(F)F)nn1CC(=O)Nc1ccc(Br)c2cccnc12 | 3 | 19
Cc1nc(=O)c(-c2ccccc2)c(C)n1-c1ccc(S(N)(=O)=O)cc1 | 7 | 18
O=C1Nc2ncccc2OC1CCO (stereo not drawn) | 23 | 16
Cc1ccc(NC(=O)Cn2nnc(C(=O)NCc3cccs3)c2N)cc1 | -8 | 20
CCCCC(=O)NC1(C(F)(F)F)C(=O)Nc2c1c(=O)n(C)c(=O)n2C (stereo not drawn) | -16 | 42
CCOC(=O)CCNC(=O)Nc1ccc2nc(C)n(Cc3ccc(Cl)cc3)c(=O)c2c1 | -64 | 57
COc1ccccc1NC(=O)c1cccnc1 | 23 | 18
NC(=O)c1cccc(S(=O)(=O)N2CCCCC2)c1 | -59 | 27
CC(C)N(CCc1ccncc1)C(=O)Nc1ccc(Cl)c(Cl)c1 | 21 | 39
Cc1ccccc1C(=O)Nc1ccc(Br)c(C)n1 | -40 | 65
COc1cccc(C(=O)CSc2nnc(CNS(C)(=O)=O)n2-c2ccc(C)cc2)c1 | 4 | 20
CCOC(=O)N1CCC(NC(=O)CSc2cc(=O)n(CC)c3ccccc23)CC1 | 28 | 13
O=C(c1ccco1)N1CCN(C(=O)c2cnn3c2NC(c2cccs2)CC3C(F)(F)F)CC1 (stereo not drawn) | -44 | 28
COc1ccc(-c2nnc(NC(=O)C(C)C)s2)c(OC)c1 | -59 | 59
Cn1c(-c2ccc(C(=O)c3ccccc3)s2)nc2ccccc21 | 2 | 18
COc1ccc(-c2nnc(SCC(=O)Nc3cc(C)on3)n2C)cc1OC | 16 | 14
O=C1CC(c2ccc(S(=O)(=O)NC3CC3)cc2)CN1 (stereo not drawn) | 1 | 46
COCCNC(=O)CCSc1nc(-c2ccc(OC)cc2)cc(C(F)(F)F)n1 | 14 | 16
CCOc1ccc(C(=O)NCC(=O)OC2CCOC2=O)cc1OCC (stereo not drawn) | 38 | 14
CCOC(=O)c1ccc(-n2c(C)nc3ccccc3c2=O)cc1 | 52 | 9.8
Cc1ccc(S(=O)(=O)N(Cc2ccccc2)c2ccccc2C(=O)NCc2ccco2)cc1 | 33 | 21
CCCCCC1CC(CC(=O)NC(=S)Nc2ccc([N+](=O)[O-])cc2)C(=O)O1 (stereo not drawn) | 49 | 9.8
CCNCCNC(=O)c1c(O)c2ccccc2n(CC)c1=O | 29 | 28
O=S(=O)(c1ccc(OCC(O)CN2CCN(c3ccccc3O)CC2)cc1)N1CCOCC1 (stereo not drawn) | -3 | 38
NC(=O)C1CCN(CC(=O)Nc2ccccn2)CC1 | -24 | 26
CCOC(=O)c1c(C)nc2c3ccccc3ccn12 | -44 | 26
O=C(NC(NCc1ccccn1)(C(F)(F)F)C(F)(F)F)c1ccco1 | -100 | 42
O=S(=O)(NCC1CCCO1)c1ccc(S(=O)(=O)N2CCc3ccccc3C2)cc1 (stereo not drawn) | 1 | 19
Clc1ccc(SCc2cn3cccnc3n2)cc1 | -24 | 52
CCCCOc1ccc(S(=O)(=O)NCc2csc(C)n2)cc1 | 30 | 14
CCOC(=O)N1CCc2c(sc3nc4n(c(=O)c23)N=C(C)CS4)C1 | -75 | 68
O=C(CSc1ccc2c(c1)OCCO2)NCC1CCCO1 (stereo not drawn) | -4 | 19
CCc1ccccc1OCC(=O)NC1CCCC1 | 4 | 19
COc1cccc2sc(Nc3nnc(-c4ccc(F)cc4)o3)nc12 | 45 | 27
O=C1/C(=C\c2ccc3ccccc3c2)CCCc2ccccc21 | -125 | 46
CCn1cnc2c(cnn2-c2ccccc2)c1=O | 5 | 37
FC(F)(F)c1nnc(-c2ccccc2)nc1Sc1ccc(Cl)cc1 | -38 | 53
Cc1noc(C)c1COC(=O)c1ccccc1NC(=O)Cc1ccccc1 | -22 | 26
Clc1ccccc1-c1nnn(Cc2ccc(-c3nn[nH]n3)cc2)n1 | -12 | 22
Cc1cc(C)n2c(SCc3cccs3)nnc2n1 | -34 | 26
O=C(c1csc2c1CCCCC2)N1CCN(c2ncccn2)CC1 | 23 | 34
O=C(NC12CC3CC(CC(C3)C1)C2)c1cccnc1 | 38 | 13
COCCCN1C(=O)C(=O)/C(=C(/O)c2ccc(OC(C)C)c(C)c2)C1c1ccncc1 (stereo not drawn) | 8 | 19
COCCNC(=O)C1c2cc(OC)c(OC)cc2C(=O)N(C)C1c1cccnc1 (stereo not drawn) | 3 | 36
CCCNC(=O)Cn1cnc2sc(C(=O)NCCN(CC)CC)c(C)c2c1=O | -30 | 45
Nc1c(Cl)cc(Cl)cc1C(=O)OCC(=O)N1CCCC1 | 20 | 16
COC(=O)c1ccc(Nc2nc(C)cc(=O)[nH]2)cc1 | 37 | 13
Cc1ccccc1NC(=O)CSc1nnc(-c2ccoc2C)n1CCc1ccccc1 | 61 | 13
CCN(CCCNC(=O)CC(C(=O)N1CCc2ccccc21)n1ccnc1)c1ccccc1 (stereo not drawn) | -27 | 47
CCCCOC(=O)CSc1nc2c(c(=O)[nH]c(=O)n2C)n1C/C=C(\C)Cl | -55 | 57
O=C(Cn1ccc2ccccc2c1=O)NCCC(=O)N1CCN(C2CCCCC2)CC1 | 48 | 8.7
COc1ccc(C(=O)NCc2nnc(SCC(=O)N3CCCCC3)o2)cc1OC | -53 | 36
CC(C)(C)NC(=O)CSc1nc(O)cc(=O)n1-c1ccccc1 | 42 | 13
COC(=O)c1ccccc1NC(=O)Nc1ccc2c(c1)OCO2 | -28 | 30
CC1CCN(C(=O)CCNC(=O)Cn2cnc3sc4c(c3c2=O)CCCC4)CC1 | -60 | 49
C=CCSC1=C(C#N)C(c2ccccc2C)CC(=O)N1 (stereo not drawn) | -46 | 30
CCN(CC)CCNC(=O)CCc1nn(C)c(=O)c2ccccc12 | 17 | 30

4 of these compounds, reformatted.
SMILES,mHtt clearance,mHtt clearance grain fraction
CCn1c(SCC(=O)N2CCCC2)nnc1-c1ccc(S(=O)(=O)N2CCCCCC2)cc1,-48,29
CCCCN(CC)C(=O)Cn1ncc2c1-c1cc(C)ccc1OC2,49,21
O=C(NCCCCC(NC(=O)C1CCCCC1)C(=O)O)c1ccccc1 (stereo not drawn),53,8.8
Cc1ccc(C(=O)NCCn2cc(SCC(=O)N3CCOCC3)c3ccccc32)cc1,25,36

The list continues.
SMILES | mHtt clearance | mHtt clearance grain fraction
Cc1ccc(C)c(N(CC(=O)NC2CCCCC2)C(=O)CCC(=O)Nc2ccccn2)c1 | -38 | 25
COc1cc(NC(=O)c2nccnc2C(=O)O)cc(OC)c1 | 36 | 20
CC(NS(=O)(=O)c1ccc(Cl)cc1)C(c1cccs1)N1CCN(C)CC1 (stereo not drawn) | 77* | 4.5*
O=c1cc(Nc2ccc3c(c2)OCCO3)[nH]c(=O)n1Cc1ccc(F)cc1 | 34 | 13
CCCCn1ccnc1C(=O)c1cccc(S(=O)(=O)N2CC(C)CC(C)C2)c1 (stereo not drawn) | 7 | 22
OC(COc1ccc2ccccc2c1)Cn1cncn1 (stereo not drawn) | 28 | 14
Cc1ccc(NC(=O)CCN2C(=O)CSC2=O)cc1 | 62 | 7
CC(C)c1nnc(NC(=O)CN2C(=O)c3ccccc3C2=O)s1 | 2 | 36
CCN(Cc1ccccc1)C(c1cc2cc(C)cc(C)c2[nH]c1=O)c1nnnn1CCOC (stereo not drawn) | 42 | 12
O=C1CCC(=O)N1CCC(c1ccc(F)cc1)c1ccco1 (stereo not drawn) | 61 | 6.3
Cc1nnc(C)n1/N=C/c1cc(Br)ccc1O | 22 | 31
COc1cccc2cc(C(=O)N(C)C)c(=O)oc12 | 43 | 12
Cc1ccc(S(=O)(=O)N=Nc2c(O)[nH]c3ccccc23)cc1C | 40 | 12

Screens (PubChem)
